DAGLB inhibitor: blocks human DAGLB lipase activity; Q8NCG7; HEK293T DAGLB membrane lysate, EnzChek fluorogenic substrate; inhibition, % at 5.17 µM; 340,000 tested, 0.059% active; in the data active = inhibition above about 34%;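 note: 0% = enzyme with vehicle and 100% = wells lacking enzyme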
Rtt109 HAT inh: C. albicans Rtt109 histone acetyltransferase inhibition. purified Rtt109/Vps75, ThioGlo CoA-SH fluorescence, 4 h. inhibition, % at 34.9 µM. 330,000 tested, 0.16% active;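 active = inhibition of at least 50% in every replicate; inconclusive = best replicate reaches 50% inhibition but some replicates fall short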
Target sequence (Q5AAJ8 whole entry, looked up): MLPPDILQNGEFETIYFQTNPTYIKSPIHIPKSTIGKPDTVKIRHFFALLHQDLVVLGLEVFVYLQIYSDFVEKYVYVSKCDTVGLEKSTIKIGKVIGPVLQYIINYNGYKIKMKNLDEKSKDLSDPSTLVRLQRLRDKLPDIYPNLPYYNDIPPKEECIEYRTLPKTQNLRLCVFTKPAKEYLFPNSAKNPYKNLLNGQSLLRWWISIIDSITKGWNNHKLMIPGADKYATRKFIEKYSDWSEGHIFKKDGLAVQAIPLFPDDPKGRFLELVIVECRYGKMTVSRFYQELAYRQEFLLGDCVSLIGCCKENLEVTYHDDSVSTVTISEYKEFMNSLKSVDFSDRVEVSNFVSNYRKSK
RTF Ca sens act: cardiac RTF calcium sensitization. 340,000 tested, 0.24% active. AID 493008. activation, % at 7.2 µM. IANBD-labeled TnC RTF fluorescence at EC20 calcium; 0% EC20 calcium, 100% full calcium;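 active = activation above the mean over all tested compounds plus 3 SD, cut at about 30% in these data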;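 note: rise in fluorescence read as greater calcium sensitivity of cardiac thin filaments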
SR-BI DiI-HDL act: activators of SR-BI mediated HDL lipid uptake | activation, % at 12.5 µM | CHO ldlA[mSR-BI] cells, DiI-HDL uptake fluorescence, 3 h; 100 = double the neutral-control signal | 320,000 tested, 0.096% active | AID 504775;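 active = mean replicate activation of at least 60% and every replicate at or above 60%; inconclusive = mean or all-replicate condition met, but not both; inactive = mean below 60% and not all replicates reaching 60%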;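 note: 0% = median plate neutral-control signal and 100% = twice that signal; values of inactives mirror those of a sister screen read the other way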
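Material – SR-BI-overexpressing, LDLR-lacking CHO cells · Medium – BSA-supplemented, HEPES-buffered Ham's F12, pH 7.4 · Doses – single concentration · Times – compound with DiI-HDL co-incubation, 3 h at 37 °C · Measured by – bottom-read fluorescence, 550/595 nm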
PKA-R2B act: PKA-R2B complex activation; P22694+P31323; PKA-R2B holoenzyme dissociation, Cy5-IP20 fluorescence polarization; R2B truncated from residue 108, S112A mutant; 0% DMSO only, 100% 113 µM cGMP; activation, % at 11.4 µM; 340,000 tested, 0.079% active; AID 504700;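 active = activation above a cutoff set at the mean over all compounds plus 3 SD, cut at about 18% in these data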;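 note: higher means more holoenzyme dissociation and a rise in polarization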
Target sequence (P31323 whole entry, looked up, other chains not shown, the tested form may be a part): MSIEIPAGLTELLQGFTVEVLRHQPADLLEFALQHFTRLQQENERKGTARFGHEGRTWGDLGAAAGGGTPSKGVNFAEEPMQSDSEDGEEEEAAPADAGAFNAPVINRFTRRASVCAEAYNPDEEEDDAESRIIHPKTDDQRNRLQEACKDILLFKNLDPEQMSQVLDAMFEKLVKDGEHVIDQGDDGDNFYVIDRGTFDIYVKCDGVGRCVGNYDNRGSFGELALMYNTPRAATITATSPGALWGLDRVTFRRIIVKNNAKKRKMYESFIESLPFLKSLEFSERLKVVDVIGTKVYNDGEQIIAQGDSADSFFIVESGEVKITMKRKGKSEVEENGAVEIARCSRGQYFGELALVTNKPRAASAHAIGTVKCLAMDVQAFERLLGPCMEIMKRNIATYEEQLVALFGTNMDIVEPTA
Cardiac RTF inh: cardiac RTF calcium desensitization; IANBD-labeled cardiac RTF, Ca2+ fluorescence; 340,000 tested, 0.12% active; inhibition, % at 7.15 µM;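 active = inhibition above the mean inhibition of all tested compounds plus 3 SD, cut at about 17% in these data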;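 note: assay run at fixed EC70 calcium of 1.6 mM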
Keap1-Nrf2 PPI: Keap1-Nrf2 (human) interaction inhibition. Q14145. AID 504523. 340,000 tested, 0.15% active. Keap1 Kelch-Nrf2 peptide fluorescence polarization, 1536-well. inhibition, % at 9.4 µM; in the data active = inhibition above about 12%; inconclusive = no clear call, values can overlap the other calls; inactive = below about 7.3%;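 note: human Keap1 Kelch domain with fluorescein labeled Nrf2 9mer peptide probe; 0% = neutral control wells and 100% = peptide positive control; higher means more block of Keap1 binding to Nrf2 peptide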
LANA DNA inh: inhibitors of KSHV LANA C-terminal domain DNA binding; MBP-C-LANA/FAM-LBS DNA binding, fluorescence polarization; inhibition, % at 9 µM; AID 504423; 340,000 tested, 0.078% active;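 active = highest replicate inhibition at or above 60% at 9 µM, even if other replicates fall short; inactive = all replicates below 60% inhibition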;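 note: 0% = neutral control wells and 100% = 4 µM acridine orange control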
CAL PDZ FP-1: blocks peptide binding to human CAL PDZ domain. Q9HD26. purified CAL PDZ, TMR-peptide fluorescence polarization, 1 h. inhibition, % at 20 µM. 330,000 tested, 0.02% active. AID 504414;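 active = highest replicate inhibition of at least 40%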;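 note: plate controls were DMSO neutral control wells for no effect and unlabeled competitor peptide control wells for full effect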
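Read-out basis: mP drop reported as inhibition | Assay system: Tagged CAL PDZ protein CerCALP, purified | Benchmarks: Unlabelled peptide for full inhibition, DMSO wells as neutral | Schedule: 1 h incubation at room temperature before polarization reading | Buffer or medium: Sodium phosphate/NaCl buffer pH 7.4 with TCEP, IgG, Thesit | Doses: Single point, 20 µM | Measured by: Fluorescence polarization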
CAL PDZ FP-2: blocks peptide binding to the human CAL PDZ domain; Q9HD26; purified CAL PDZ, TMR-peptide fluorescence polarization, 1 h; inhibition, % at 24.9 µM; 300,000 tested, 0.92% active; AID 602252;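 active = mean inhibition of at least 30% with at least half of replicates also reaching 30%; inconclusive = no clear call, values can overlap the other calls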;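 note: 0% = DMSO neutral control and 100% = excess unlabeled competitor peptide PRC23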
An asterisk follows results filed as active; u = inconclusive; x = not tested or not shown.

structure	DAGLB inhibitor	Rtt109 HAT inh	RTF Ca sens act	SR-BI DiI-HDL act	PKA-R2B act	Cardiac RTF inh	Keap1-Nrf2 PPI	LANA DNA inh	CAL PDZ FP-1	CAL PDZ FP-2
C=CCn1cc(C(=O)N2CCN(C)CC2)c(=O)c2cc(S(=O)(=O)N(CC)CC)ccc21	0	6	3	24	1	-10	-5	-1.1	-0.7	16
O=C(N/N=C/c1c(Cl)cccc1Cl)C(=O)NC1CC1	-1	0	4	4	-9	4	-4	-1.6	-1.1	x
COc1ccccc1C(=O)NC(CCSC)C(=O)NC1CCCCCC1 (stereo not drawn)	1	2	9	3	-11	-14	-5	-1.0	-0.8	x
O=C(Nc1cccc(Cl)c1)OCc1cn(-c2ccc(Cl)cc2)nn1	-2	0	-1	18	4	-3	0	-0.6	-0.5	x
Cc1cc(C)c(C#N)c(SCCS(=O)(=O)c2ccc(Cl)cc2)n1	-4	17	4	-29	-10	-1	-4	-1.0	-1.0	1
COc1cc(S(=O)(=O)N2CCOCC2)ccc1NC(=O)COC(=O)COc1ccccc1	-1	-6	1	15	-2	-13	1	-1.5	-2.5	-4
CCOc1cc(C=NNC(=O)CCCC(=O)NN=Cc2ccc(O)c(OCC)c2)ccc1O	1	3	4	-7	-11	-4	-3	4.4	-0.5	-4
COc1cccc(N2CC(C(=O)NCc3n[nH]c(=O)c4ccccc34)CC2=O)c1 (stereo not drawn)	1	0	-8	27	10	-2	2	-0.2	-3.4	-1
COC(=O)c1ccc(OC(=O)N2CCOCC2)cc1	-1	3	2	35	-5	-2	0	-0.1	15	11
CC(=O)N1c2ccc(S(=O)(=O)N3CCCCC3)cc2CC1C(=O)NCc1ccc(N(C)C)cc1 (stereo not drawn)	1	6	2	2	-8	-6	-4	0.5	-1.6	4
Cc1ccc(-c2nnn(CC(=O)N(Cc3cccs3)C(C(=O)NC3CCCC3)c3ccco3)n2)o1 (stereo not drawn)	-3	9	4	-9	0	-1	-2	-1.0	-0.6	7
CC1CCN(S(=O)(=O)c2ccc(-c3nnc(SCc4cccnc4)o3)cc2)CC1	1	-4	-3	11	-14	7	2	1.9	0.2	x
CC1(C)CC(=O)C2=C(C1)N(Cc1ccco1)C(=O)C2(NC(=O)C1CCCCC1)C(F)(F)F (stereo not drawn)	2	15	2	17	-4	-6	-7	-0.7	-1.0	-2
COC(=O)c1ccccc1S(=O)(=O)N1Cc2cc([N+](=O)[O-])ccc2Oc2ccccc21	1	0	2	-2	-3	-19	1	-5.4	-1.2	0
COc1cc(/C=C2\CC/C(=C\c3ccc(OCCO)c(OC)c3)C2=O)ccc1OCCO	-14	40	16	-54	0	-16	-3	-1.3	-2.7	1

New compounds follow.
structure	DAGLB inhibitor	Rtt109 HAT inh	RTF Ca sens act	SR-BI DiI-HDL act	PKA-R2B act	Cardiac RTF inh	Keap1-Nrf2 PPI	LANA DNA inh	CAL PDZ FP-1	CAL PDZ FP-2
CC(=O)Nc1ccc(NC(=O)c2ccc(COc3ccccc3Br)o2)cc1	-1	-1	-2	-4	-5	-2	3	1.6	0.2	3
COc1ccc(NC(=O)c2cc(-c3cc(OC)c(OC)c(OC)c3)nc3ccccc23)cc1OC	0	7	-7	-85	-15	-3	-4	1.8	-1.2	-6
CCc1nn(CCCC(=O)NCc2ccc(C)cc2)c(=O)c2cc3occc3n12	-2	-3	3	-15	4	4	-1	2.7	-2.3	0
COc1ccc(CCNC(=O)c2ccc(OC)c(OC)c2)cc1OC	1	-3	-4	-10	3	-6	-1	-1.5	-10	-6
CC1=C(C(=O)N2CCOCC2)C(c2ccsc2)C2=C(CCCC2=O)N1 (stereo not drawn)	0	-7	8	50	3	-6	-3	-1.9	-1.2	-4
O=C(CN1CCCC1c1cccs1)Nc1cc(S(=O)(=O)N2CCCCC2)ccc1Cl (stereo not drawn)	-9	3	-2	-61	-2	-3	-4	-0.1	-1.1	x
CC(C)(C)c1ccc(C(=O)Oc2ccc3c(c2)OCC3=O)cc1	-5	-3	-3	7	5	8	3	0.8	-2.0	-1
CCOCCCNCC(=O)Nc1ccc(S(=O)(=O)NC(C)CC)cc1 (stereo not drawn)	1	-28	1	13	-11	-3	-6	-1.0	-1.0	-1
Cc1cc(C)cc(-n2c(O)c(C=NC3CCS(=O)(=O)C3)c3ccccc3c2=O)c1 (stereo not drawn)	2	11	7	29	-4	-9	1	0.8	x	-5
CCOC(=O)CCN(c1ccccc1)S(=O)(=O)c1ccc(-c2ccc(=O)[nH]n2)s1	0	7	-1	10	-7	-2	u	-2.7	-2.9	1
CCOc1ccccc1NC(=O)COC(=O)c1ccccc1SCC(=O)N1CCCC1	-2	-2	-8	-28	-2	-3	-3	-0.7	-1.5	-4
CC1(OC(=O)CCc2ccccc2)C(=O)C=C2C=C(c3ccc(C#N)cc3)N(C3CCCCC3)C=C2C1=O (stereo not drawn)	10	3	9	7	4	-19	-2	-0.1	0.0	0
COC(=O)c1ccc(C(=O)OC)c(NC(=S)N2CCN(C(=O)C3CCCO3)CC2)c1 (stereo not drawn)	-4	-4	7	-1	-1	-8	-11	x	-1.6	x
COc1ccc(C(=O)NNC(=O)c2cccc(F)c2)cc1	0	-1	-2	13	-4	0	-2	1.2	-1.4	-2
COc1cc(C)c(C)cc1S(=O)(=O)N1CCN(Cc2ccc3c(c2)OCO3)CC1	-4	14	-1	17	-7	1	-4	0.9	-0.4	-4

Additional records follow:
structure	DAGLB inhibitor	Rtt109 HAT inh	RTF Ca sens act	SR-BI DiI-HDL act	PKA-R2B act	Cardiac RTF inh	Keap1-Nrf2 PPI	LANA DNA inh	CAL PDZ FP-1	CAL PDZ FP-2
Cc1ccc(CN2CC(C(=O)Nc3ccccc3N3CCCC3)CC2=O)cc1 (stereo not drawn)	1	-2	-4	8	-1	5	1	-0.3	-0.8	-2
Cc1ccc(C2=NN3C(C2)c2ccccc2OC32C(=O)Nc3ccccc32)cc1 (stereo not drawn)	0	1	2	-11	0	-5	-6	3.7	-0.6	-2
CC(Oc1ccc([N+](=O)[O-])cc1)C(=O)NCC1CCCO1 (stereo not drawn)	3	3	0	12	3	-2	-3	0.3	-0.3	-2
CCNC(=O)CC1C(=O)N(c2ccc(F)cc2)C(=O)N1Cc1ccc(OC)cc1 (stereo not drawn)	0	3	3	16	-1	-4	1	1.0	-2.1	x
COc1ccc(/C(N)=N/OC(=O)Cc2ccc(C)cc2)cc1OC	-9	29	-6	22	-11	2	-4	-0.3	-2.3	-2
Cc1cc(NC(=O)CC(C)(C)C)nc2c1c(=O)oc1ccccc12	-2	-3	6	-34	2	-2	-5	2.0	-2.6	-5
O=C(Cn1nnc(-c2ccc(S(=O)(=O)N3CCCC3)cc2)n1)Nc1ccccc1-n1cccc1	0	12	-5	11	0	-7	1	0.4	-0.9	x
O=C(CNC(=O)c1cc(-c2ccccc2)nn1-c1ccccc1)Nc1ccccc1Br	-5	4	4	27	2	-7	-4	-1.0	-1.3	-2
CCCCN(C)C(=O)C1CCN(c2ccc(S(=O)(=O)N3CCOCC3)cc2[N+](=O)[O-])CC1	3	5	-10	-3	-7	2	-3	-1.9	-1.7	0
CC(Oc1ccc(Cl)cc1)C(=O)Nc1cccc(S(=O)(=O)N2CCOCC2)c1 (stereo not drawn)	-4	-1	-3	-3	-16	5	-6	0.5	-0.5	0
CCN1CCN(S(=O)(=O)c2ccc(Cl)c(C(=O)NCc3ccco3)c2)CC1	2	-14	4	22	-9	-17	-5	0.2	1.3	-1
COc1cc(C(=O)NCC(=O)OCc2ccc(F)cc2)cc(OC)c1OC	-1	4	0	-21	-3	-2	5	8.2	-0.1	5

Individual results from the results shown.
CC(Oc1ccc(Cl)cc1)C(=O)Nc1cccc(S(=O)(=O)N2CCOCC2)c1 (stereo not drawn) in CAL PDZ FP-2 is listed with 0
CCNC(=O)CC1C(=O)N(c2ccc(F)cc2)C(=O)N1Cc1ccc(OC)cc1 (stereo not drawn) in PKA-R2B act is listed with -1
CCCCN(C)C(=O)C1CCN(c2ccc(S(=O)(=O)N3CCOCC3)cc2[N+](=O)[O-])CC1 in Cardiac RTF inh is listed with 2
CCN1CCN(S(=O)(=O)c2ccc(Cl)c(C(=O)NCc3ccco3)c2)CC1 in PKA-R2B act is listed with -9

Exported with two lines to a compound: part of the list above.
Every second line gives: DAGLB inhibitor | Rtt109 HAT inh | RTF Ca sens act | SR-BI DiI-HDL act | PKA-R2B act | Cardiac RTF inh | Keap1-Nrf2 PPI | LANA DNA inh | CAL PDZ FP-1 | CAL PDZ FP-2
Cc1cc(NC(=O)CC(C)(C)C)nc2c1c(=O)oc1ccccc12
 : -2 | -3 | 6 | -34 | 2 | -2 | -5 | 2.0 | -2.6 | -5
O=C(Cn1nnc(-c2ccc(S(=O)(=O)N3CCCC3)cc2)n1)Nc1ccccc1-n1cccc1
 : 0 | 12 | -5 | 11 | 0 | -7 | 1 | 0.4 | -0.9 | x

Assay outcomes deposited in PubChem BioAssay by several laboratories.
